All columns: NCI-60 one-dose screen, growth in % after 48 h at 10 µM unless noted; 100 = growth as untreated, 0 = no growth, -100 = all killed.
UACC-62 – UACC-62 melanoma; AID 1794756; actives 5.4% (n = 81,000)
RPMI-8226 – RPMI-8226 leukemia cells; actives 7.5% (n = 77,000)
EKVX – EKVX NSCLC; actives 3% (n = 71,000); AID 1794765
A549/ATCC – A549/ATCC NSCLC; actives 3.7% (n = 81,000)
HOP-92 – HOP-92 NSCLC cells | actives 6.3% (n = 71,000)
M14 – M14 melanoma. actives 6.2% (n = 80,000)
CCRF-CEM – CCRF-CEM leukemia; actives 7% (n = 77,000)
HOP-62 – HOP-62 NSCLC; actives 3.9% (n = 80,000); AID 1794735
An asterisk follows results filed as active; & = joins results of further samples. How the source made its calls: active means growth percent below 10; inactive means the rest. Not all compounds are listed. The share of hits here may be higher or lower than overall.

`O=C(O)CNC(=O)c1c(O)c2ccccc2n(Cc2ccccc2)c1=O` gave UACC-62 87, RPMI-8226 95, EKVX 80, A549/ATCC 97, HOP-92 89, M14 96, CCRF-CEM 83 and HOP-62 87.
`COc1ccc(CCl)cc1CCl` gave UACC-62 101, RPMI-8226 96, A549/ATCC 102, HOP-92 75, M14 102, CCRF-CEM 90 and HOP-62 94.
Screening O=[N+]([O-])c1ccc(N2CCOCC2)c2c1no[n+]2[O-] returned UACC-62 -25*, RPMI-8226 -7.1*, EKVX 47, A549/ATCC 21, HOP-92 -32*, M14 0.2* and HOP-62 8.1*.
For CN(c1ccccc1)P(=O)(N1CC1)N1CC1 the results were UACC-62 87, RPMI-8226 93, EKVX 104, A549/ATCC 87, HOP-92 99, M14 96, CCRF-CEM 96 and HOP-62 98.
`C[C@]12CCC(=O)C=C1CC[C@@H]1[C@@H]2CC[C@]2(C)C(=O)CC[C@@H]12` gave UACC-62 97, RPMI-8226 93, EKVX 79, A549/ATCC 105, HOP-92 81, M14 102, CCRF-CEM 98 and HOP-62 96.
Screening CCC1([N+](=O)[O-])COP(=O)(NCc2cccnc2)OC1 (stereo unspecified) returned UACC-62 105, RPMI-8226 104, EKVX 106, A549/ATCC 102, M14 109, CCRF-CEM 101 and HOP-62 103.
Screening CC1=C2CCC3C(CC[C@]4(C)C(=O)CCC34)[C@@]2(C)CCC1=O (stereo partly specified) returned UACC-62 66, RPMI-8226 62, EKVX 45, A549/ATCC 60, M14 65, CCRF-CEM 71 and HOP-62 105.
`CCCCCCCCCCC1CCP(=O)(OC)OC(C)=C1C(=O)OC` (stereo unspecified) gave UACC-62 61, RPMI-8226 40, EKVX 91, A549/ATCC 95, HOP-92 37, M14 78, CCRF-CEM 16 and HOP-62 84.
For c1ccc(CCCN2CCCCC2Cc2ccccc2)cc1 (stereo unspecified) the results were UACC-62 98, RPMI-8226 70, EKVX 100, A549/ATCC 82, HOP-92 64, M14 79, CCRF-CEM 76 and HOP-62 107.
For O=C1CCCN1 the results were UACC-62 106&97, RPMI-8226 107&111, EKVX 105&97, A549/ATCC 106&86, HOP-92 100&94, M14 97&105, CCRF-CEM 110&110 and HOP-62 105&97.

Reprinted at random: seven entries already listed.
`COc1ccc(CCl)cc1CCl` gave UACC-62 101, RPMI-8226 96, A549/ATCC 102, HOP-92 75, M14 102, CCRF-CEM 90 and HOP-62 94.
`O=C(O)CNC(=O)c1c(O)c2ccccc2n(Cc2ccccc2)c1=O` gave UACC-62 87, RPMI-8226 95, EKVX 80, A549/ATCC 97, HOP-92 89, M14 96, CCRF-CEM 83 and HOP-62 87.
Screening O=[N+]([O-])c1ccc(N2CCOCC2)c2c1no[n+]2[O-] returned UACC-62 -25*, RPMI-8226 -7.1*, EKVX 47, A549/ATCC 21, HOP-92 -32*, M14 0.2* and HOP-62 8.1*.
For CN(c1ccccc1)P(=O)(N1CC1)N1CC1 the results were UACC-62 87, RPMI-8226 93, EKVX 104, A549/ATCC 87, HOP-92 99, M14 96, CCRF-CEM 96 and HOP-62 98.
Screening CC1=C2CCC3C(CC[C@]4(C)C(=O)CCC34)[C@@]2(C)CCC1=O (stereo partly specified) returned UACC-62 66, RPMI-8226 62, EKVX 45, A549/ATCC 60, M14 65, CCRF-CEM 71 and HOP-62 105.
Screening CCC1([N+](=O)[O-])COP(=O)(NCc2cccnc2)OC1 (stereo unspecified) returned UACC-62 105, RPMI-8226 104, EKVX 106, A549/ATCC 102, M14 109, CCRF-CEM 101 and HOP-62 103.
For c1ccc(CCCN2CCCCC2Cc2ccccc2)cc1 (stereo unspecified) the results were UACC-62 98, RPMI-8226 70, EKVX 100, A549/ATCC 82, HOP-92 64, M14 79, CCRF-CEM 76 and HOP-62 107.

(more compounds)
O=P(CCl)(N1CC1)N1CC1 was read as UACC-62 102, RPMI-8226 102, A549/ATCC 99, HOP-92 88, M14 118 and HOP-62 119.
`O=[N+]([O-])c1cc([N+](=O)[O-])c(Cl)c(Cl)c1Cl` gave UACC-62 15, RPMI-8226 13, EKVX 67, A549/ATCC 80, HOP-92 2.4*, M14 -8.6* and CCRF-CEM -22*.
For c1ccc(Nc2ccc3ccccc3c2)cc1 the results were UACC-62 96, EKVX 90, A549/ATCC 99, HOP-92 84, M14 124, CCRF-CEM 92 and HOP-62 113.
CN1C2CCC1CC(OC(=O)/C=C\c1ccccc1)C2 (stereo unspecified) was read as UACC-62 100, RPMI-8226 117, EKVX 109, A549/ATCC 86, HOP-92 65, M14 59, CCRF-CEM 112 and HOP-62 65.
For Cc1ccc(OC(=O)N(C)C)cc1 the results were UACC-62 101, EKVX 91, A549/ATCC 100, M14 114 and HOP-62 99.
For CCCC(C)COC(=O)Cc1ccccc1 (stereo unspecified) the results were UACC-62 107, RPMI-8226 101, EKVX 108, A549/ATCC 97, HOP-92 110, M14 101, CCRF-CEM 101 and HOP-62 103.
For CC1(C)CCOC1=O the results were UACC-62 115, RPMI-8226 104, A549/ATCC 100, HOP-92 169, M14 108, CCRF-CEM 103 and HOP-62 106.
For O=C(N/N=C\c1ccc(N(CCCl)CCCl)cc1)c1ccccn1 the results were UACC-62 64, RPMI-8226 78, A549/ATCC 83, HOP-92 102, M14 101, CCRF-CEM 49 and HOP-62 113.
`O=[N+]([O-])c1ccc(Cl)c(Cl)c1` gave UACC-62 98, RPMI-8226 109, EKVX 107, A549/ATCC 104, HOP-92 102, M14 105, CCRF-CEM 100 and HOP-62 98.
`COCCOP(=O)(N1CC1)N1CC1` gave UACC-62 98, RPMI-8226 93, EKVX 101, A549/ATCC 97, HOP-92 70, M14 101, CCRF-CEM 101 and HOP-62 99.
Cc1cccc(N=C2c3cc([N+](=O)[O-])ccc3-c3c2cc([N+](=O)[O-])cc3[N+](=O)[O-])c1 was read as UACC-62 78, RPMI-8226 -8.8*, EKVX 75, A549/ATCC 72, M14 69, CCRF-CEM 21 and HOP-62 62.
For c1ccc(CCNCc2ccccc2)cc1 the results were UACC-62 102, RPMI-8226 108, EKVX 103, A549/ATCC 95, HOP-92 95, M14 111, CCRF-CEM 102 and HOP-62 88.
`c1ccc(N2CCNCC2)cc1` gave UACC-62 109, RPMI-8226 102, A549/ATCC 102, M14 102, CCRF-CEM 96 and HOP-62 100.
For O=C1CCO1 the results were UACC-62 99, RPMI-8226 102, EKVX 100, M14 105, CCRF-CEM 99 and HOP-62 106.
CC12C=CC(=O)C=C1CC(O)C1C2CCC2(C)C1CCC2(C)O (stereo unspecified) was read as UACC-62 106, RPMI-8226 116, EKVX 99, A549/ATCC 111, HOP-92 89, M14 109, CCRF-CEM 111 and HOP-62 107.
For CC(N)Cc1ccc(O)cc1 (stereo unspecified) the results were UACC-62 105, RPMI-8226 98, EKVX 107, A549/ATCC 103, M14 100, CCRF-CEM 94 and HOP-62 111.
`O=C(CI)CI` gave UACC-62 103, RPMI-8226 102, A549/ATCC 100, M14 99 and HOP-62 104.
`CCN(CCO)C(Cc1ccccc1)c1ccccc1` (stereo unspecified) gave UACC-62 107, RPMI-8226 99, EKVX 96, A549/ATCC 103, HOP-92 100, M14 89, CCRF-CEM 2.7* and HOP-62 97.
CCC(CC)(c1ccccc1)C(OC(N)=O)c1ccccc1 (stereo unspecified) was read as RPMI-8226 80, A549/ATCC 76, M14 84, CCRF-CEM 89 and HOP-62 85.
Screening CCOC(=O)Nc1cc(Cl)c([N+](=O)[O-])c(N)n1 returned UACC-62 97, RPMI-8226 55, EKVX 99, A549/ATCC 92, HOP-92 131, M14 106, CCRF-CEM 119 and HOP-62 117.

Next section, overlapping the part above by 4 compounds.
`O=C(CI)CI` gave UACC-62 103, RPMI-8226 102, A549/ATCC 100, M14 99 and HOP-62 104.
`CCN(CCO)C(Cc1ccccc1)c1ccccc1` (stereo unspecified) gave UACC-62 107, RPMI-8226 99, EKVX 96, A549/ATCC 103, HOP-92 100, M14 89, CCRF-CEM 2.7* and HOP-62 97.
CCC(CC)(c1ccccc1)C(OC(N)=O)c1ccccc1 (stereo unspecified) was read as RPMI-8226 80, A549/ATCC 76, M14 84, CCRF-CEM 89 and HOP-62 85.
Screening CCOC(=O)Nc1cc(Cl)c([N+](=O)[O-])c(N)n1 returned UACC-62 97, RPMI-8226 55, EKVX 99, A549/ATCC 92, HOP-92 131, M14 106, CCRF-CEM 119 and HOP-62 117.
`CC12CCC3(CCC(=O)OCCNc4ccnc5cc(Cl)ccc45)[C@@](C)(OO[C@]3(C)O1)O2` gave UACC-62 76, RPMI-8226 53, EKVX 78, A549/ATCC 103, HOP-92 109, M14 93, CCRF-CEM 59 and HOP-62 74.
O=C(O)Cc1cccc(Cl)c1 was read as UACC-62 99, RPMI-8226 103, EKVX 99, A549/ATCC 98, M14 91, CCRF-CEM 103 and HOP-62 109.
`CNC(=O)Oc1cc(C)c[n+](Cc2ccc(Cl)cc2)c1` gave UACC-62 105, RPMI-8226 105, EKVX 106, A549/ATCC 89, HOP-92 100, M14 109, CCRF-CEM 94 and HOP-62 103.
For CC(C)(C)c1ccc(CC#N)cc1 the results were UACC-62 117, RPMI-8226 105, EKVX 106, A549/ATCC 97, M14 100, CCRF-CEM 105 and HOP-62 104.
Cn1nc(-c2ccc(S(=O)(=O)F)cc2)s/c1=N/NC(=O)c1ccccc1 was read as UACC-62 93, RPMI-8226 93, EKVX 94, A549/ATCC 109, HOP-92 98, M14 111, CCRF-CEM 96 and HOP-62 101.
For Cc1cccc([N+](=O)[O-])c1O the results were UACC-62 112, RPMI-8226 100, EKVX 98, A549/ATCC 96, HOP-92 80, M14 105, CCRF-CEM 107 and HOP-62 114.
`Cc1cc([N+](=O)[O-])c(Cl)cc1NS(=O)(=O)c1ccccc1` gave UACC-62 37, RPMI-8226 37, HOP-92 -3.6*, M14 63 and HOP-62 90.
O=C(CBr)c1cccnc1 was read as UACC-62 107, RPMI-8226 102, A549/ATCC 104, HOP-92 102, M14 104 and HOP-62 102.
Screening O=C1NC(=O)C(=Cc2cn(C[C@H](O)Cn3c4ccccc4c(=O)c4ccccc43)c3ccccc23)C(=O)N1 returned UACC-62 90, RPMI-8226 95, EKVX 101, A549/ATCC 92, HOP-92 105, M14 98, CCRF-CEM 100 and HOP-62 107.
`CC(=O)OCC1O[C@@H]([S-])C(OC(C)=O)[C@H](OC(C)=O)[C@@H]1OC(C)=O.[Au+].c1ccc(CN2[CH-]N(Cc3ccccc3)C(c3ccccc3)=C2c2ccccc2)cc1` gave UACC-62 8.4*, RPMI-8226 -2.4*, A549/ATCC 76, HOP-92 -7.4*, M14 48, CCRF-CEM 7.6* and HOP-62 93.
CCOP(=O)(CN(CCO)CCO)OCC was read as UACC-62 99, RPMI-8226 102, A549/ATCC 103, HOP-92 84, M14 106, CCRF-CEM 90 and HOP-62 129.
For CCOC(=O)CCN(C)C1=Nc2ccc(Cl)cc2C(c2ccccc2)=[N+]([O-])C1 the results were UACC-62 93, RPMI-8226 106, EKVX 102, A549/ATCC 100, HOP-92 99, M14 113, CCRF-CEM 100 and HOP-62 97.
CC(C)c1cccc(C(C)C)c1OCCCN(C)C was read as UACC-62 89, RPMI-8226 98, EKVX 103, A549/ATCC 90, HOP-92 70, M14 103, CCRF-CEM 99 and HOP-62 98.
`N#CC1(c2ccccc2)CCCC1` gave UACC-62 98, RPMI-8226 101, EKVX 119, HOP-92 76, M14 103, CCRF-CEM 113 and HOP-62 98.
Screening O=[N+]([O-])CC(c1ccccc1F)c1c(-c2ccccc2)[nH]c2ccccc12 (stereo unspecified) returned UACC-62 63, RPMI-8226 72, EKVX 80, A549/ATCC 71, HOP-92 58, M14 81, CCRF-CEM 74 and HOP-62 80.
Screening O=NNc1ccc2cccnc2n1 returned UACC-62 95, RPMI-8226 114, EKVX 95, A549/ATCC 100, HOP-92 105, M14 101, CCRF-CEM 111 and HOP-62 93.
For CNC(Cc1ccc(OC)cc1)c1ccccc1 (stereo unspecified) the results were UACC-62 99, RPMI-8226 95, EKVX 97, A549/ATCC 100, HOP-92 80, M14 92, CCRF-CEM 97 and HOP-62 91.
`O=S(=O)(F)c1ccc(Cl)cc1` gave UACC-62 103, RPMI-8226 98, EKVX 110, A549/ATCC 98, HOP-92 87, M14 104, CCRF-CEM 93 and HOP-62 106.

Source: PubChem BioAssay (NCI)
